# Screening data (PubChem BioAssay)
# AID2073: disruptors of CaV2.2 binding to Mint1 – biochemical, HTRF (AID 2073). inhibition, % at 20 µM, or IC50 in µM where a hit was titrated. actives 0.19% (n = 290,000). HTRF protein-protein interaction, Mint1-CaV2.2; higher % means a stronger effect; in the data active = inhibition mostly above about 51%, no sharp cut-off; also: some results filed as inactive read as strong as hits
# M1AAP inhibition: P. falciparum M1AAP inhibitors, biochemical, fluorogenic H-Leu-NHMec substrate, 1536-well (AID 1445); inhibition, % at 30 µM; hits with a dose series show IC50 in µM; actives 0.42% (n = 220,000); recombinant M1AAP, H-Leu-NHMec fluorogenic kinetic assay; higher % means a stronger effect;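 active = primary inhibition above the hit cutoff, then over 50% inhibition at one or more dose response concentrations, cut at about 23% in these data, passing the limit was not always enough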;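 also: plate controls were DMSO full reaction for no effect and no enzyme background for full effect; strong numbers were not always called active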
# NOD2 inhibition: inhibition of NOD2-driven NF-kB reporter – cell-based, luminescence, uHTS, HEK293 (AID 1566) | HEK293 NOD2/NF-kB luciferase reporter, luminescence; higher % means a stronger effect | one-dose inhibition, % at 4 µM; EC50 in µM for titrated hits | actives 0.63% (n = 290,000); also: many of its hits are not listed in these tables
# KOR beta-arrestin-1: kappa opioid receptor activators – cell-based, luminescence, uHTS, primary screen (AID 1777); KOR beta-arrestin recruitment, luminescence; higher % means a stronger effect; activation, % at 10 µM; hits with a dose series show EC50 in µM; actives 0.02% (n = 280,000); in the data active = activation above about 50%, passing the limit was not always enough; also: a part of the inactive calls stands beside numbers as strong as those of hits
# P. falciparum M17LAP: P. falciparum M17LAP inhibitors, primary screen, biochemical, fluorogenic H-Leu-NHMec substrate, 1536-well (AID 1619); recombinant M17LAP, H-Leu-NHMec fluorogenic kinetic assay; higher % means a stronger effect; one-dose inhibition, % at 30 µM; IC50 in µM for titrated hits; actives 0.38% (n = 220,000);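 active = compound inhibiting the enzyme by more than half at any dose during confirmatory dose-response retesting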;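 also: plate controls were full reaction with DMSO carrier for no effect and no enzyme background for full effect; strong numbers were not always called active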
# Dynein transport: blocks dynein driven cargo transport along microtubules. 3617.4 mouse cells, GR-EGFP nuclear translocation imaging; test concentration mostly 20 µM; stimulated with dexamethasone, 1 µM; hits give low values. z-score, hits read low. actives 0.47% (n = 220,000);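 active = plate z-score of nuclear minus cytoplasmic receptor signal below a set negative limit, without overly bright fluorescence or cell loss, cut at about -3.5 in these data, passing the limit was not always enough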;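 also: z-score of nuclear minus cytoplasmic ring GR-EGFP intensity difference per well; some compounds called inactive have numbers as strong as hits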
#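 Also added: dexamethasone, 1.0 µM final. Medium: tet-free, stripped-serum medium. Detection: fixed, Hoechst-stained cells imaged at 10x for EGFP. Read-out: nuclear-to-cytoplasmic GR-EGFP distribution per well. Times: induction 48 h, compound 1 h, agonist 30 min.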
# NOD1 NF-kB reporter: inhibition of NOD1-driven NF-kB reporter – cell-based, luminescence, uHTS, primary screen (AID 1578); actives 1% (n = 290,000); NOD1-driven NF-kB luciferase reporter cells, luminescence; higher % means a stronger effect; inhibition, % at 4 µM, or EC50 in µM where a hit was titrated; in the data active = inhibition mostly above about 36%, no sharp cut-off; inactive = mostly below about 34%;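 also: HEK-293T reporter cells stimulated with the NOD1 agonist gamma-tri-DAP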
# KOR beta-arrestin-2: KOR antagonists, beta-arrestin recruitment, cell-based, luminescence, uHTS (AID 1778); inhibition, % at 10 µM; hits with a dose series show IC50 in µM; KOR beta-arrestin recruitment, luminescence, antagonist mode; higher % means a stronger effect; actives 0.091% (n = 290,000); also: strong numbers were not always called active
# GPR55 activation: GPR55 agonists via beta-arrestin recruitment, primary screen, imaging, U2OS cells, beta-arrestin-GFP redistribution (AID 1961) | activation, % at 10 µM, or EC50 in µM where a hit was titrated | U2OS GPR55 beta-arrestin-GFP redistribution imaging; higher % means a stronger effect | actives 0.048% (n = 290,000);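 active = activation above 40% with more than 50 cells counted in the well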;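 also: U2OS osteosarcoma cells stably expressing GPR55 and beta-arrestin-GFP; plate controls were DMSO negative control for no effect and LPI positive control for full effect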
# Dynein transport cytoplasmic EGFP: second read-out of Dynein transport, no call of its own (marks repeat the call); z-score; measured here: cytoplasmic GR-EGFP intensity; hits give high values
# Dynein transport nuclear GR-EGFP: recorded beside Dynein transport, whose call it bears; z-score; measured here: nuclear GR-EGFP intensity;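 lower value marks the stronger effect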
# Dynein transport cell count: also measured in Dynein transport; calls as there; z-score; measured here: cell count per field
# * marks the source's active call; other numbers are inactive results; . = no result given; [ ] = remark or other dose. Rule as the data show it, unless noted: active = inhibition above about 50%; inactive = the rest.
AID2073,M1AAP inhibition,NOD2 inhibition,KOR beta-arrestin-1,P. falciparum M17LAP,Dynein transport,Dynein transport cytoplasmic EGFP,Dynein transport nuclear GR-EGFP,SMILES,Dynein transport cell count,NOD1 NF-kB reporter,KOR beta-arrestin-2,GPR55 activation
-3%,8%,-11%,1.0%,1%,-0.2,-0.37,0.2,CCOC(=O)c1cc2c(ccn2C)n1CC(=O)N1CCN(c2ccccc2OC)CC1,0.11,-4%,13%,-0.1%
11%,.,25%,-3.1%,.,.,.,.,COc1ccc(-c2nc(C#N)c(N3CCC(C)CC3)o2)cc1,.,8%,-4%,0.3%
6%,10%,8%,-0.8%,16%,0.12,0.11,-0.016,Cc1ccc(S(=O)(=O)N/N=C\c2cc([N+](=O)[O-])ccc2Cl)cc1,0.19,-21%,-14%,0.3%
2%,4%,12%,4.9%,-32%,-1.4,-0.36,-0.59,Cc1nc2nc[nH]n2c(=O)c1NS(=O)(=O)c1ccc(C(C)(C)C)cc1,1.6,-27%,11%,-0.2%
29%,.,25%,-0.2%,.,.,.,.,Cc1cc(NC(=O)c2ccc(Cl)cc2)n(-c2ccccc2)n1,.,-3%,4%,-0.1%
-3%,3%,7%,0.8%,6%,-1.4,-0.24,-0.53,Cc1cc2ccccc2cc(C)c1=O,0.27,-14%,-8%,-0.1%
-2%,4%,30%,-0.3%,-5%,-0.53,-0.22,0.34,FC(F)(F)c1nc(N2CCCC2)ncc1-c1nnnn1-c1ccccc1,0.78,31%,17%,-0.1%
-1%,.,-11%,-8.7%,.,.,.,.,Cc1ccc(Cn2ncc3c(NCCN(C)C)ncnc32)cc1,.,-4%,10%,-0.1%
16%,20%,-29%,4.9%,22%,0.16,-0.05,0.15,Cc1c(NC(=O)c2cc3ccccc3oc2=O)c(=O)n(-c2ccccc2)n1C,-0.43,-54%,14%,-0.1%
6%,-1%,-9%,-6.1%,0%,-0.65,-0.23,-0.71,COCCNCC(=O)Nc1ccc(C)c(S(=O)(=O)N2CCCCC2)c1,1,-23%,18%,0.2%
5%,.,3%,3.2%,.,.,.,.,CCC1CCCCN1CCCNC(=O)c1c(O)nc2cc(C)ccn2c1=O (centres undefined),.,-22%,-29%,-0.1%
-7%,3%,3%,2.4%,-3%,0.38,-0.33,-0.16,C=CCNS(=O)(=O)c1ccc2c(c1)n(C)c(=O)n2C,-0.039,-33%,30%,-0.5%
21%,.,-18%,-6.1%,.,.,.,.,Nc1nc(N)c2[nH]c(-c3ccccc3)nc2n1,.,12%,18%,-0.2%
5%,-3%,7%,-2.1%,-4%,-0.049,-0.23,0.24,CC(=O)OC(C)(CCC(C)(OC(C)=O)C(C)=O)C(C)=O (centres undefined),0.52,5%,-5%,0.3%
13%,-1%,-3%,1.0%,-5%,1.1,-0.22,1.1,Cc1noc(N)c1C(=O)Nc1ccc(F)cc1,-1.3,-16%,5%,-0.1%
8%,1%,2%,9.8%,-3%,0.22,-0.27,0.092,COc1cccc(/C=N/NC(=O)CCn2c3ccccc3c3ccccc32)c1,0.0077,-18%,-4%,-0.1%
11%,11%,-5%,-2.0%,2%,0.6,-0.27,0.97,COc1ccc(Cl)cc1N1C(=O)/C(=C\c2sccc2C)N=C1SCC(=O)NC1CC1,0.42,-13%,4%,0.0%
19%,-1%,1%,3.8%,1%,0.93,-0.25,0.16,CC(C)Nc1nc(NC(C)C)nc(NS(=O)(=O)c2ccc(N)cc2)n1,-0.16,-14%,31%,-0.3%
3%,-2%,3%,-2.0%,-7%,0.15,-0.15,0.62,O=C(Oc1c(CN2CCOCC2)cc(Cl)c2cccnc12)c1ccccc1Cl,-0.52,-29%,5%,0.6%
7%,.,-6%,-2.1%,.,.,.,.,Cc1ccc(C)c(N(C(=O)CNC(=O)c2ccco2)C(C(=O)NCC2CCCO2)c2ccccc2)c1 (centres undefined),.,0%,-16%,0.5%
-6%,0%,12%,-5.5%,-5%,-0.31,0.64,-0.13,Cc1nc(SC2C=CS(=O)(=O)C2)n[nH]1 (centres undefined),0.37,3%,0%,-0.1%
4%,4%,-31%,-0.5%,-2%,1.4,-0.15,0.88,Cc1ccsc1/C=N/NC(=O)c1ccc([N+](=O)[O-])cc1,-1.6,4%,-4%,0.2%
8%,.,6%,0.6%,.,.,.,.,CCC(Oc1ccc(Cl)cc1)C(=O)N1CC(=O)Nc2ccccc21 (centres undefined),.,-23%,15%,0.0%
-2%,4%,20%,0.0%,-2%,-1.1,-0.2,-1.1,CCOc1cc(C(=O)OCC(=O)c2c[nH]c3ccccc23)ccc1OCC(=O)N1CCOCC1,0.41,.,4%,-0.3%
20%,-7%,25%,-1.8%,10%,-0.57,-0.053,-0.055,Fc1ccc(C(CCCn2nnc(-c3cccnc3)n2)c2ccc(F)cc2)cc1,1,28%,17%,0.0%
-11%,0%,12%,0.0%,-5%,-0.48,-0.23,-0.14,O=C(Cn1cccc1C(=O)c1ccccc1)NCCCN1CCc2ccccc2C1,0.53,-16%,-27%,-0.1%
-5%,9%,13%,-3.2%,-4%,-0.62,-0.33,-0.28,CCN(CC)CCCN(Cc1cc2cc3c(cc2[nH]c1=O)OCO3)C(=S)Nc1ccccc1,0.93,-41%,-23%,-0.1%
26%,2%,4%,-4.1%,3%,-0.65,0.19,0.33,Cc1c(/C=C(\C#N)c2nn(-c3ccccc3)c(N)c2C#N)c2ccccc2n1Cc1ccc(F)cc1,0.9,-111%,-41%,0.2%
-1%,5%,2%,-1.6%,8%,1.8,-0.16,0.91,CCc1c(C)c2nncn2[nH]c1=O,-1.2,-13%,19%,0.0%
0%,-14%,4%,-4.2%,-2%,0.66,-0.087,0.65,CC(C)C[C@H](NC(=O)c1[nH]cnc1C(=O)N[C@H](C)c1ccccc1)C(=O)OC(C)(C)C,-0.05,1%,6%,2.6%
3%,16%,23%,-5.8%,7%,0.36,0.16,0.88,O=C(Nc1ncn[nH]1)c1ccc(S(=O)(=O)N2CCOCC2)cc1,0.1,-26%,-37%[20 µM],-0.1%
17%,4%,9%,-1.7%,8%,-0.33,-0.24,0.66,CCC1=Nc2cc(C(=O)O)ccc2Sc2ccc(Cl)cc21,0.0017,-20%,-35%,-0.3%
9%,3%,8%,1.6%,-10%,-0.17,-0.32,-0.29,CCNC(=O)CC1SC(=Nc2ccc(C)cc2)NC1=O (centres undefined),0.82,34%,-30%,-0.2%
-8%,0%,-17%,.,4%,-0.73,-0.17,-0.28,COCCN(C(=O)Cc1cccs1)C(C(=O)NC1CCCC1)c1ccc(OC)c(OC)c1 (centres undefined),1.2,24%,22%[20 µM],-0.2%
4%,.,7%,-4.5%,.,.,.,.,CC(C(=O)O)n1nc(-c2ccccc2)c2ccccc21 (centres undefined),.,-7%,-1%,0.0%
-14%,11%,0%,-2.2%,29%,-0.89,-0.28,-0.72,CC(NC(=O)Nc1ccc([N+](=O)[O-])cc1)C(c1cccs1)N1CCCC1 (centres undefined),0.39,-2%,20%,0.1%
-3%,-2%,7%,0.3%,-4%,-0.98,-0.22,-0.27,O=C(NC1CC1)c1cc(-c2ccccn2)nc2ccccc12,0.2,-10%,-2%,0.1%
4%,0%,1%,2.0%,3%,1.2,-0.13,0.63,CCOC(=O)c1cc(C#N)c(SCC(=O)OC)[nH]c1=O,-0.91,-10%,11%,-0.1%
8%,.,-41%,-2.1%,.,.,.,.,CC1CCN(C(=O)c2cc(-c3ccco3)on2)CC1,.,-25%,-7%,0.0%
8%,8%,9%,-6.0%,19%,-1.1,-0.088,-0.41,CCc1cc(C(=O)COc2ccccc2F)c(O)cc1O,1.1,7%,-32%,-0.1%
-8%,0%,-48%,5.8%,4%,3,-0.19,0.71,COc1ccc(-c2noc(Cc3cccs3)n2)cc1,-0.77,-102%,24%,-0.3%
9%,3%,20%,-0.9%,-5%,-0.27,-0.23,-0.15,CCn1c(SCCC#N)nnc1-c1ccncc1,-0.11,-8%,-12%,-0.1%
6%,9%,4%,-0.8%,16%,-0.38,-0.24,-0.2,Cc1ccc(/C=C/C(=O)O)cc1S(=O)(=O)N(C)CCO,0.43,-27%,-32%,0.0%
-3%,0%,8%,-1.7%,12%,1.5,-0.003,0.51,CC(=O)OCCOc1nc(N(C)C)nc(N(C)C)n1,-0.69,0%,-7%,-0.3%
6%,-3%,9%,.,7%,1.5,-0.12,0.38,CCCC(C(=O)NCc1ccco1)N(C(=O)CNS(=O)(=O)c1ccccc1)c1ccc(OC)cc1 (centres undefined),-0.54,-28%,-12%[20 µM],0.2%
-10%,4%,0%,12%,11%,3,-0.083,2.3,CC(C)C(c1nnnn1Cc1ccco1)N1CCN(c2nc3ccccc3s2)CC1 (centres undefined),-1.8,9%,17%,-0.2%
16%,.,-9%,-2.5%,.,.,.,.,Cc1ccc(Cl)cc1N(C)C(=O)Cn1ncc2c([nH]c3ccccc32)c1=O,.,12%,-23%,-0.1%
7%,9%,0%,.,11%,-0.66,-0.21,-0.48,Cc1ccc2nc(N3CCOCC3)c(C=O)c(=O)n2c1,0.35,-32%,-46%[20 µM],0.2%
2%,11%,14%,4.9%,3%,-0.047,-0.3,0.062,CC1(C(=O)CSc2n[nH]c(-c3ccccc3Cl)n2)CCC(=O)O1 (centres undefined),0.16,-8%,-8%,-0.1%
9%,.,27%,-1.2%,.,.,.,.,O=C(Nc1ccc(S(=O)(=O)Nc2ccccc2)cc1)C1CC1,.,-5%,22%,-0.1%

# Two neighbouring entries already listed, quoted:
AID2073,M1AAP inhibition,NOD2 inhibition,KOR beta-arrestin-1,P. falciparum M17LAP,Dynein transport,Dynein transport cytoplasmic EGFP,Dynein transport nuclear GR-EGFP,SMILES,Dynein transport cell count,NOD1 NF-kB reporter,KOR beta-arrestin-2,GPR55 activation
6%,-3%,9%,.,7%,1.5,-0.12,0.38,CCCC(C(=O)NCc1ccco1)N(C(=O)CNS(=O)(=O)c1ccccc1)c1ccc(OC)cc1 (centres undefined),-0.54,-28%,-12%[20 µM],0.2%
-10%,4%,0%,12%,11%,3,-0.083,2.3,CC(C)C(c1nnnn1Cc1ccco1)N1CCN(c2nc3ccccc3s2)CC1 (centres undefined),-1.8,9%,17%,-0.2%

# Single values from the entries so far:
# Value of CCc1cc(C(=O)COc2ccccc2F)c(O)cc1O under NOD1 NF-kB reporter: 7%
# Value of CCOC(=O)c1cc(C#N)c(SCC(=O)OC)[nH]c1=O under M1AAP inhibition: 0%
# Value of CCNC(=O)CC1SC(=Nc2ccc(C)cc2)NC1=O (centres undefined) under KOR beta-arrestin-1: 1.6%
# Value of CCCC(C(=O)NCc1ccco1)N(C(=O)CNS(=O)(=O)c1ccccc1)c1ccc(OC)cc1 (centres undefined) under KOR beta-arrestin-2: -12%[20 µM]

# Only part of the results is shown; the hit share may differ from the screen's.
